Source: PubChem (National Center for Advancing Translational Sciences (NCATS))
EPAC1 antagonist – qHTS for Antagonist of cAMP-regulated guanine nucleotide exchange factor 3 (EPAC1): primary screen. Rap guanine nucleotide exchange factor 3 (Homo sapiens), O95398. EPAC1 GEF assay, Rap1b-BODIPY-GDP exchange fluorescence. Potency, µM (series often up to 115 µM), for inactives: top-dose activity change, negative = inhibition, hits mostly inhibitors. 0.14% of 360,000 active;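 also: potency is read from the fitted curve at half-maximal effect; plate controls were vehicle for no effect and positive control for full effect; nearly all actives have a fitted effect of over 50% in size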
PTHR1 ag – qHTS for PTHR1 Agonists: Primary Screen; Parathyroid hormone/parathyroid hormone-related peptide receptor (Homo sapiens), Q03431; HEK293 GP2 PTHR1 cells, GloSensor cAMP luminescence, 1 h; Potency, µM (titrated, usually from 115 µM), inactives show at the top dose activation, most hits filed as activators; 0.075% of 410,000 active; AID 743266, 2014; also: potency is read from the fitted curve at half-maximal effect; nearly all actives have a fitted effect of over 55% in size; some results filed as inactive show a strong effect at the top dose; inactives centre near -15; many of its hits are not listed in these tables
Target sequence (Q03431 whole entry, looked up): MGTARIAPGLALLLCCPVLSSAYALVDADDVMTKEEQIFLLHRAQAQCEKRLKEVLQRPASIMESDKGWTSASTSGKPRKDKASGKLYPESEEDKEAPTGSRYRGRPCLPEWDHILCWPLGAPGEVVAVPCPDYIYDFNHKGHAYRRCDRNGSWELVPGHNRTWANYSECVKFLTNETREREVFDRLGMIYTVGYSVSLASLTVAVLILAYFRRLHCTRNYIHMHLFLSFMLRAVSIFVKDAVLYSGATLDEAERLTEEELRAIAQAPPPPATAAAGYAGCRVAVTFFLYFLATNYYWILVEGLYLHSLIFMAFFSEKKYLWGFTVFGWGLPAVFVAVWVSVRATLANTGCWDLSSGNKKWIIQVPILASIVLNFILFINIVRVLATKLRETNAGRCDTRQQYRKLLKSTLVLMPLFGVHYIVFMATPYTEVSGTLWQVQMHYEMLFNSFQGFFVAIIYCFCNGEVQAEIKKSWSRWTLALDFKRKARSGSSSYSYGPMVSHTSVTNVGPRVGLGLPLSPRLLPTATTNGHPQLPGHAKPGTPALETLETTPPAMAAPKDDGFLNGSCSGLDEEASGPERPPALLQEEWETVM
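HEK-293-derived GP2 cells expressing PTHR1 and a GloSensor cAMP reporter, 3,000/well, plated overnight, given luciferin plus IBMX (each 0.5 mM as added) for 1 h at 37 °C, then compound for 1 h at 37 °C. Luminescence was read after 15 min at room temperature.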
PLK1 PBD block – qHTS for Inhibitors of PLK1-PDB (polo-like kinase 1 - polo-box domain): Primary Screen. Serine/threonine-protein kinase PLK1 (Homo sapiens), P53350. Plk1 PBD binding of FITC phosphopeptide, fluorescence polarization. Potency, µM, for inactives: max response, negative = inhibition, most hits filed as inhibitors. 2.8% of 360,000 active. AID 720504, 2013; also: potency is read from the fitted curve at half-maximal effect; series mostly up to about 57 µM; % is scaled to controls: 0 for no effect and ±100 for the full control effect; nearly all actives have a fitted effect of over 65% in size
EPAC1 ag – qHTS for Agonist of cAMP-regulated guanine nucleotide exchange factor 3 (EPAC1): primary screen. 0.073% of 360,000 active. EPAC1 agonist qHTS, biochemical assay; response scale: 100% = response to 6.5 mM cAMP. Potency, µM (top dose mostly 154 µM), without a hit: at the highest dose activation, actives largely listed as activators; also: potency is read from the fitted curve at half-maximal effect; nearly all actives have a fitted effect of over 60% in size
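Nucleotide exchange by EPAC1 (100 nM) on Rap1B–BODIPY-GDP (250 nM) in the presence of 50 uM GDP is tracked fluorescently at 480/540 nm over 30 min. Signals are normalized to a 6.5 mM cAMP control.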
GLP1R ag – qHTS of GLP-1 Receptor Agonists. AID 624172, 2012. HEK293 GLP-1R CRE-luciferase, luminescence, 4-6 h; cells express a hypersensitive GLP-1R form. Potency, µM (top dose mostly 45.6 µM), for the others: at the highest dose activation, most hits filed as activators. 0.007% of 380,000 active. Glucagon-like peptide 1 receptor (Homo sapiens), P43220; also: potency is read from the fitted curve at half-maximal effect; % of control where 0% means no effect
IL2 activator – qHTS of IL-2 Activators | IL-2 activation reporter assay, cell-based qHTS; stimulated with anti-CD3/CD4/CD28 beads; in transgenic mouse T cells | activation, % (series mostly up to about 46 µM) | 0.065% of 360,000 active | AID 652025, 2013; in the data active = activation above about 50%; inconclusive = mostly about 30% to 49%; also: 0% is about no effect
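Unstimulated transgenic mouse T cells; 60-min compound exposure; bead-based TCR/CD4/CD28 stimulation; 18 h culture, 37 degrees C; dual fluorescence (EGFP, DsRed) plate cytometry.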
HEK293 tox – qHTS of GLP-1 Receptor Inverse Agonists: Cytotox Screen. HEK293 cAMP-luciferase reporter cells, luminescence, 24 h. Potency, µM (series often up to 38.3 µM), inactives show top-dose activity change, negative = inhibition, usual class: inhibitors. 0.13% of 410,000 active. AID 624418, 2012;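 also: loss of luciferase light is scored as toxicity; potency is read from the fitted curve at half-maximal effect; % is scaled to controls: 0 for no effect and ±100 for the full control effect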
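Luminescence readout: signal drop marks cytotoxicity. Plated cells grew 12 h at 37 °C, 5% CO2, received 23 nL compound for 24 h, then got luciferase reagent, read after 12 min at RT.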
GLP1R inv ag – qHTS of GLP-1 Receptor Inverse Agonists (Inhibition Mode) | 1.6% of 410,000 active | Glucagon-like peptide 1 receptor (Homo sapiens), P43220 | AID 624417, 2012 | Potency, µM (series often up to 38.3 µM), for inactives: at the highest dose activity change, negative = inhibition, most hits filed as inhibitors | HEK293 GLP-1R CRE-luciferase, luminescence, 24 h; GLP-1R form is constitutively active; also: potency is read from the fitted curve at half-maximal effect; % is scaled to controls: 0 for no effect and ±100 for the full control effect; nearly all actives have a fitted effect of over 55% in size
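Seeding at 200 cells/uL, 12 h culture, 24 hr compound treatment, then luciferase reagent and a luminescence read; cells are HEK293 stably expressing a constitutively active GLP-1R plus cAMP-responsive luciferase.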
PI5P4Ka inh – qHTS for Inhibitors of phosphatidylinositol 5-phosphate 4-kinase (PI5P4K); Phosphatidylinositol 5-phosphate 4-kinase type-2 alpha (Homo sapiens), P48426; max response, %; 1.2% of 330,000 active; PI5P4Kalpha enzyme, ADP-Glo luminescence, 60 min; active compounds read low; active = max response of -50% or lower; inconclusive = between -30% and -50%; inactive = -30% or higher; also: value at the top dose of about 77 µM; % is scaled to controls: 0 for no effect and ±100 for the full control effect
Target sequence (P48426 whole entry, looked up): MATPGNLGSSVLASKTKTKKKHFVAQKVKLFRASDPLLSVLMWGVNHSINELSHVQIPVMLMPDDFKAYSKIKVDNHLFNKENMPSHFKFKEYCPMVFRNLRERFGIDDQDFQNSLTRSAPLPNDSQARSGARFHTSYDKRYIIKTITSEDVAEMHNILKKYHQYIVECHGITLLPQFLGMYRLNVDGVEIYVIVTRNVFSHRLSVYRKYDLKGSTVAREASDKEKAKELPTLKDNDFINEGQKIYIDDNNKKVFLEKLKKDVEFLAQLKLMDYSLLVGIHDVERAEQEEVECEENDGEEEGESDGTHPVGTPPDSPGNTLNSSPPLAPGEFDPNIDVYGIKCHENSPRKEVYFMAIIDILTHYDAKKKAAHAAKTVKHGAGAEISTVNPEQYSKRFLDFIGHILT
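Compounds were pin-transferred onto PI5P4Kalpha and substrate in HEPES pH 7.4 buffer with EGTA, CHAPS and 5% DMSO. ATP (5 microM final) started the reaction, which ran 60 minutes at room temperature before ADP-Glo detection.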
The depositor's hits bear a star; i = inactive; ? = inconclusive; / = no result given; [ ] = dose if it differs, or a comment. Unless noted, calls follow the shape of the dose curve; as a rule, active = well fitted curve in the direction sought with a large enough effect; inconclusive = small, poorly fitted or top-dose-only effect, or another doubt; inactive = no such curve, though single readings can be large; an effect the other way counts as inactive or inconclusive. These rows are one share of the data; count on the stated rates, not on these rows.

SMILES	EPAC1 antagonist	PTHR1 ag	PLK1 PBD block	EPAC1 ag	GLP1R ag	IL2 activator	HEK293 tox	GLP1R inv ag	PI5P4Ka inh
Fc1ccc(CNCc2ccc(Br)cc2)cc1	-6%	i	-2%	-6%	0%	0.5	-4%	-20%	3
CCNC(=S)NNC(=O)c1csc(CC)c1	-16%	i	-17%	3%	6%	-2.6	-22%	12%	4
CC1CCN(c2c(NCC3CCC(C(=O)NCCC4=CCCCC4)CC3)c(=O)c2=O)CC1 (stereo not given)	5%	-16%	-3%	2%	5%	-1.7	-6%	8%	2
COc1cc(OC)c(S(=O)(=O)Nc2ccc(C(=O)O)cc2)cc1S(=O)(=O)Nc1ccc(C(=O)O)cc1	-1%	i	-5%	-1%	4%	1.6	-6%	18%	2
CN(C)CCCNc1ncc(C(F)(F)F)cc1Cl	-4%	i	-7%	2%	3%	4.5	5%[7.66 µM]	5%[7.66 µM]	11
CC(C)Oc1cccc(C(=O)NC2=NCCS2)c1	1%	-15%	-8%	8%	2%	0.1	12%	0%	5
CC(C)(C)OC(=O)CNC(=O)c1nc[nH]c1C(=O)N1CCc2ccccc2C1	-3%	-4%	-28%	7%	-3%	-1.1	13%	10%	-1
CC(SC(=S)N(C)Cc1cccs1)C(=O)O (stereo not given)	5%	15%	-6%	11%	-1%	0.7	11%	17%	-7
CCC(=O)c1ccc(OCC(=O)Nc2ccc(S(=O)(=O)Nc3cc(C)nc(C)n3)cc2)cc1	-5%	15%	2%	6%	-2%	2.2	7%	12%	-6
CCC(C)NCCC(=O)Nc1ccc(Cl)c(S(=O)(=O)Nc2ccc(Cl)cc2)c1 (stereo not given)	-8%	i	-9%	0%	0%	0.0	-1%	?	-3
O=C(CCCOc1ccc(Cl)cc1)Nc1ccc(N2CCOCC2)cc1	4%	-9%	-17%	12%	-7%	2.1	5%	0%	-11
CCn1c(=O)c(C(=O)NNS(=O)(=O)c2ccc(Cl)cc2)c(O)c2ccccc21	-18%	-4%	-23%	9%	-7%	-3.1	9%	?	-10
O=C(Nc1ccccc1Cl)Nc1ccnn1C1CCN(C(=O)C2CCOC2)CC1 (stereo not given)	-1%	i	0%	6%	-7%	0.6	5%	-5%	24
CC1(C)CC2CC(C)(CN2S(=O)(=O)c2cccc(N)c2)C1 (stereo not given)	14%	i	-14%	-4%	0%	3.5	2%	?	5
CCC(=O)N(Cc1cc2c(C)ccc(C)c2[nH]c1=O)C1CCCCC1	5%	0%[57.5 µM]	-8%	-4%	16%	0.0	-21%	?	6
C[n+]1cccc(C(=O)NCC2CCCO2)c1 (stereo not given)	12%	i	-9%	1%	-3%	-1.0	-6%	5%	7
CCC1(C)Cc2c(sc3nnn(CC(=O)Nc4ccc(Cl)cc4)c(=O)c23)CO1 (stereo not given)	-5%	-32%[inhibitor]	-5%	23%	-8%	4.7	-1%	0%	/
O=C(N/N=C/c1ccc(Cl)s1)C(O)c1ccccc1 (stereo not given)	2%	-53%[inhibitor]	-9%	21%	12%	-0.9	-5%	21%	-2
COc1ccc(OCC2NCCc3cc(OC)c(OC)cc32)cc1 (stereo not given)	-3%	i	11%	-4%	-5%	0.4	6%	1%	-3
O=C(Nc1ccc2c(c1)CCC2)Nc1ccccc1Cl	-7%	-38%[inhibitor]	-4%	4%	9%	-0.7	-37%	?	1
COc1ccccc1CN(C)C(=O)c1ccc(S(=O)(=O)Nc2c(C)n(C)n(-c3ccccc3)c2=O)cc1	12%	-18%	-6%	-3%	7%	0.1	-1%	2%	1
Cc1ccccc1-n1c(SCC(=O)N2CCOCC2)nc(O)c(Cc2ccccc2)c1=O	-17%	-64%[inhibitor]	-17%	1%	-1%	-1.7	3%	0%	-2
C/C(=N\NC(=O)Cc1ccc(Cl)cc1)c1ccccn1	-1%	i	-11%	11%	-3%	-4.1	?	?	/
COc1ccc2oc(C(=O)OCC(=O)NCc3ccco3)c(C)c2c1	-9%	-12%	-11%	5%	8%	-0.6	-4%	-16%	-25
COc1ccc(CCN(C)C(=O)c2ccc(C)c(S(=O)(=O)N3CCCCC3)c2)cc1OC	7%	-29%	4%	1%	?	-0.1	1%	51%[activator]	-11
COc1ccc(Cl)cc1-c1nc(SCC(=O)N(C)C)n[nH]1	-29%	-12%	-2%	-1%	20%	-3.1	11%	5%	-5
CCOc1ccccc1NC1=C(Cl)C(=O)N(c2ccccc2)C1=O	-20%	-8%	-2%	8%	0%	0.1	14%	18%	-2
CCSc1nnc(-c2cnn(-c3ccccc3)c2-n2cccc2)n1C	-4%	i	1%	5%	-13%	-0.6	-3%	-26%	2
CCOC(=O)Cn1nc(C)n(-c2ccc(C(C)(C)C)cc2)c1=O	2%	i	2%	-6%	-5%	-1.6	0%	-33%	1
O=C(Nc1ccc(C(=O)N2CCOCC2)cc1)c1ccccc1Cl	10%	i	-6%	6%	-2%	-1.5	-2%	10%	5
CCCNC(=O)N[C@H]1C=C[C@H](CC(=O)OC)O[C@@H]1CO	-2%	16%	-5%	5%	/	0.3	4%	2%	0
Cc1nc(CN2CCCC2=NC#N)n(-c2ccccc2)n1	15%	i	-1%	-7%	-10%	-4.1	2%	11%	/
C/C(CCc1ccccc1)=N\NC(=S)NCCc1ccccc1	19%	-72%[inhibitor]	-8%	18%	19%	-0.7	?	?	4
CN(CC(=O)NCc1ccc2c(c1)OCO2)S(=O)(=O)c1ccc(F)cc1	-1%	i	-3%	-1%	13%	0.9	0%	-14%	5
NC(N)=N/N=C/c1ccc2cccc(OCc3ccccc3)c2n1	-18%	-62%[inhibitor]	-13%	1%	-17%	-1.0	?	?	-20
OC(COc1ccc(OCc2ccccc2)cc1)CN1CCCCC1 (stereo not given)	11%	i	0%	5%	3%	-1.3	17%	-9%	/
Cc1coc2c(C)c3oc(=O)c(CCC(=O)NCCCn4ccnc4)c(C)c3cc12	-2%	-10%	1%	-6%	3%	-0.4	3%	-10%	-3
CC(OC(=O)Nc1cccc(Cl)c1)C(=O)OC1CCCCC1 (stereo not given)	-12%	-15%	2%	7%	0%	-2.0	-4%	3%	16
COc1cc(/C=N/n2c(-c3cc(C)[nH]n3)n[nH]c2=S)cc(OC)c1OC	-15%	i	-8%	8%	12%	2.8	10%	17%	-14
CC(=O)N/C(=C/c1ccc2c(c1)OCO2)C(=O)NCc1ccccc1	-6%	i	-5%	6%	0%	-4.6	-1%	3%	7

Grouped by structure: those above with a COOH group.
SMILES	EPAC1 antagonist	PTHR1 ag	PLK1 PBD block	EPAC1 ag	GLP1R ag	IL2 activator	HEK293 tox	GLP1R inv ag	PI5P4Ka inh
COc1cc(OC)c(S(=O)(=O)Nc2ccc(C(=O)O)cc2)cc1S(=O)(=O)Nc1ccc(C(=O)O)cc1	-1%	i	-5%	-1%	4%	1.6	-6%	18%	2
CC(SC(=S)N(C)Cc1cccs1)C(=O)O (stereo not given)	5%	15%	-6%	11%	-1%	0.7	11%	17%	-7

Reprinted from the results shown for reference:
SMILES	EPAC1 antagonist	PTHR1 ag	PLK1 PBD block	EPAC1 ag	GLP1R ag	IL2 activator	HEK293 tox	GLP1R inv ag	PI5P4Ka inh
C/C(CCc1ccccc1)=N\NC(=S)NCCc1ccccc1	19%	-72%[inhibitor]	-8%	18%	19%	-0.7	?	?	4
CN(CC(=O)NCc1ccc2c(c1)OCO2)S(=O)(=O)c1ccc(F)cc1	-1%	i	-3%	-1%	13%	0.9	0%	-14%	5
NC(N)=N/N=C/c1ccc2cccc(OCc3ccccc3)c2n1	-18%	-62%[inhibitor]	-13%	1%	-17%	-1.0	?	?	-20
OC(COc1ccc(OCc2ccccc2)cc1)CN1CCCCC1 (stereo not given)	11%	i	0%	5%	3%	-1.3	17%	-9%	/

Next part.
SMILES	EPAC1 antagonist	PTHR1 ag	PLK1 PBD block	EPAC1 ag	GLP1R ag	IL2 activator	HEK293 tox	GLP1R inv ag	PI5P4Ka inh
CC(=O)CCc1c(C)nc2ccc(C)cc2c1Cl	0%	-44%[inhibitor]	-6%	-10%	11%	0.3	-2%[7.66 µM]	-12%[7.66 µM]	2
Cc1ccc(NC(=O)c2ccccc2OCc2c(C)noc2C)cc1S(=O)(=O)N(C)C	7%	-8%	1%	8%	30%	-4.8	-16%	1%	8
C=CCn1c2c(c(=O)[nH]c1=S)CN(C(C)c1ccccc1)CN2 (stereo not given)	8%	-23%	-6%	0%	13%	1.0	-8%	3%	-1
COc1ccc(C(=O)O)cc1NCc1cccnc1	-1%	i	13%	4%	0%	-1.1	-19%	-4%	3
COc1ccccc1NC(=O)CSc1nc2sc3c(c2c(=O)n1-c1ccccc1)CCN(C)C3	-8%	i	?	19%	24%	0.2	-23%	10%	0
